# All columns: NCI-60 one-dose screen, growth in % after 48 h at 10 µM unless noted; 100 = growth as untreated, 0 = no growth, -100 = all killed.
# UACC-62: UACC-62 melanoma. 5.4% of 81,000 active. AID 1794756
# SK-MEL-2: SK-MEL-2 melanoma; 4.7% of 77,000 active; AID 1794763
# MALME-3M: MALME-3M melanoma; 5.8% of 78,000 active; AID 1794766
# LOX IMVI: LOX IMVI melanoma | 7.4% of 79,000 active
# SK-MEL-5: SK-MEL-5 melanoma; 6.4% of 80,000 active; AID 1794755
# SK-MEL-28: SK-MEL-28 melanoma; AID 1794761; 4.1% of 81,000 active
# UACC-257: UACC-257 melanoma. 4.4% of 78,000 active. AID 1794764
# MDA-MB-435: MDA-MB-435 melanoma. 7.8% of 82,000 active
# Numbers without * were called inactive; x = not tested or not shown; & = joins results of further samples. How the source made its calls: active means growth percent below 10; inactive means the rest.
SMILES,UACC-62,SK-MEL-2,MALME-3M,LOX IMVI,SK-MEL-5,SK-MEL-28,UACC-257,MDA-MB-435
COc1ccc(NC(=O)n2c(=O)cc(C)c3ccc(O)cc32)cc1,89.6,113.7,105.4,92.0,103.7,111.6,108.1,99.4
CCOC(=O)/C(C)=N\Nc1ccc(Cl)cc1,x,90.1,103.0,101.2,100.8,106.7,75.2,103.2
N#Cc1c(-c2ccc(Cl)cc2)csc1NC(=O)Nc1ccc(Cl)c(C(F)(F)F)c1,16.2,5.4*,-26.7*,11.7,-24.2*,28.4,x,26.0
c1ccc(NCCc2ccccn2)cc1,104.5,103.3,128.6,109.3,102.2,109.5,107.3,103.6
CNc1nc(SC)n(C)c(=O)c1N=O,104.0,101.7,87.9,106.0,96.6,96.7,86.7,102.5
CCC(=O)OCc1ccccc1Cl,97.4,109.9,101.2,95.5,99.9,108.9,100.6,109.5
Nc1nc(NC(=O)Nc2ccc(C(=O)O)cc2)nn1-c1ccc(S(N)(=O)=O)cc1,96.2,110.0,85.7,98.8,96.1,100.0,89.9,98.2
CCCn1cnc2c(c1=N)C(c1ccc(OC)cc1)c1sc3c(CC)cccc3c1O2 (configuration not stated),15.9,40.5,53.5,27.4,30.3,57.8,81.9,-44.5*
CCCCCCCCCCCCNc1ncnc2[nH]ncc12,57.1,85.9,84.7,44.6,36.1,100.0,50.2,71.7
COc1ccc([N+](=O)[O-])cc1Nc1n[nH]c(-c2ccccc2)n1,75.7,100.4,89.2,88.5,88.6,101.5,90.6,100.5
O=C(OC(=O)c1ccccc1)c1ccccc1,106.4,99.9,101.8,95.5,97.5,105.1,101.3,102.8
COc1cc(/C=N/NC(=O)c2ccc(C)nc2)cc(OC)c1OC,86.7,79.3,97.3,94.8,96.3,117.3,74.3,109.0
Cc1csc[n+]1CCC1CCCCC1,99.7,96.1,86.0,96.4,105.0,101.0,103.2,99.2
COc1ccc(Cn2cc3c(c2-c2ccccc2)CCCc2cnoc2-3)cc1N,76.2,93.4,99.5,89.7,97.4,102.4,101.7,98.3
O=C(O)CCCC(C(=O)O)N1C(=O)CSC1=S (configuration not stated),91.8,111.1,100.4,96.5,99.0,102.7,96.1,100.0
COc1ccc(/C=C/C(=O)n2nc(-c3ccccc3)nc2-c2ccccc2)c(OC)c1,104.6,x,101.0,96.3,98.8,107.6,x,103.4
COc1cccc(C2C(C#N)=C(N)Oc3cc(OCCCCCC[P+](c4ccccc4)(c4ccccc4)c4ccccc4)ccc32)c1 (configuration not stated),-66.8*,-59.2*,-73.3*,-93.8*,-97.5*,-77.1*,-21.5*,-77.6*
CC1(C(Cl)(Cl)Cl)C=CC(=NO)C=C1 (configuration not stated),103.0,105.6,109.3,94.5,93.2,110.3,95.9,102.0
O=C1C(Cl)=C(Nc2cccc(C(F)(F)F)c2)C(=O)N1c1ccc(O)cc1,88.4,83.9,95.2,94.9,89.0,83.2,96.1,98.3
Cc1ccc2c(c1)c(=O)n(-c1ccccc1)c1nnc(-c3ccccc3)n21,98.4,113.0,108.3,100.6,95.1,105.9,96.0,86.3
CCOC(=O)c1c(N)sc(C(C)=O)c1C,101.7,107.4,115.5,89.2,91.6,113.1,107.6,105.5
CC(C)C1=CC2=C(C=O)C[C@@H]3[C@](C)(CCC[C@@]3(C)C(=O)OCC#CCN3CCOCC3)[C@H]2CC1,69.0,93.5,108.5,91.8,64.8,103.6,87.4,92.6
N=C1N=C(N)C2(CCCC2)/C1=C1\Nc2ccccc2S1,92.9,82.8,107.7,100.3,110.1,122.8,97.8,101.6
CN1CCc2c(c3ccccc3c3ccccc23)C1,61.3,x,53.4,x,x,87.4,37.6,51.4
C=CCNS(=O)(=O)c1ccccc1,112.7,102.9,101.9,108.9,104.3,120.3,101.6,103.7

# Whole records, quoted from the list.
# COc1ccc(Cn2cc3c(c2-c2ccccc2)CCCc2cnoc2-3)cc1N across the screens: UACC-62: 76.2; SK-MEL-2: 93.4; MALME-3M: 99.5; LOX IMVI: 89.7; SK-MEL-5: 97.4; SK-MEL-28: 102.4; UACC-257: 101.7; MDA-MB-435: 98.3
# COc1cc(/C=N/NC(=O)c2ccc(C)nc2)cc(OC)c1OC across the screens: UACC-62: 86.7; SK-MEL-2: 79.3; MALME-3M: 97.3; LOX IMVI: 94.8; SK-MEL-5: 96.3; SK-MEL-28: 117.3; UACC-257: 74.3; MDA-MB-435: 109.0

# Next part:
SMILES,UACC-62,SK-MEL-2,MALME-3M,LOX IMVI,SK-MEL-5,SK-MEL-28,UACC-257,MDA-MB-435
O=C(N/N=C/c1ccsc1)c1[nH]c2ccc(Br)cc2c1-c1ccccc1,-91.6*,-82.8*,-72.5*,-100.0*,-97.2*,-87.4*,-51.9*,-85.3*
C=C(C)[C@@H]1CC[C@]2(C(=O)N3CCN(CC)CC3)CC[C@]3(C)[C@H](CC[C@@H]4[C@@]5(C)CC[C@H](O)C(C)(C)[C@@H]5CC[C@]43C)[C@@H]12,98.8,102.1,101.8,x,98.8,114.2,107.5,100.4
COc1ccc(Cl)cc1NC(=O)c1cc2c(n1C)-c1nc(NC(=O)C(C)(C)C)sc1CC2,87.7,79.7,106.4,93.9,79.7,92.4,90.9,101.5
Cc1ccc2nc(COc3ccc(NC(=O)Nc4ccc(Cl)c(Cl)c4)cc3)[nH]c2c1,81.2,113.1,100.4,x,97.5,98.1,96.9,88.7
C(=C\c1n(Cc2ccc3ccccc3c2)c2ccccc2[n+]1Cc1ccc2ccccc2c1)/c1ccc(-n2c3ccccc3c3ccccc32)cc1,88.3,107.9,100.1,96.8,105.0,108.5,110.1,105.0
CCOP(=O)(O)Cc1c(Cl)c(Cl)c(CP(=O)(O)OCC)c(Cl)c1Cl,88.3,96.8,122.4,94.2,100.5,104.5,75.1,106.6
NC(=O)C1(Nc2ccc([N+](=O)[O-])cc2)CCCC1,90.5,100.2,100.2,97.8,101.0,105.9,100.6,99.4
COc1cc2cc(Oc3ccc(NC(=O)c4cc(C(F)(F)F)cc(C(F)(F)F)c4)cc3)c(C)nc2cc1OC,33.2,64.6,73.7,66.0,16.6,84.9,60.4,49.1
N#Cc1c(-c2ccc(Cl)c(Cl)c2)nc(Nc2nc3ccccc3s2)[nH]c1=O,85.3,93.9,95.0,81.4,100.6,112.9,110.7,101.2
COc1ccc(NC(=O)COc2ccc(/C=C3/C(=O)Nc4ccc(Cl)cc43)cc2)cc1,97.2,104.3,102.6,98.1,104.3,104.7,108.0,98.0
O=C(Nc1ccc([N+](=O)[O-])cc1)N1CCN(C(=O)Nc2ccc([N+](=O)[O-])cc2)CC1,80.2,99.7,x,103.9,101.3,109.8,102.0,94.4
O=C(Nc1ccc(Cl)cc1)N1CCN(c2ccc3nncn3n2)CC1,-88.3*,22.0,-86.8*,x,-98.4*,-95.5*,-68.9*,-81.4*
c1ccc(Cc2cccnc2)cc1,109.5,89.7,104.4,101.3,102.7,109.3,108.9,103.0
Cc1ccc(C(=O)/C(=N/O)S(=O)(=O)c2ccccc2)cc1,105.6,x,101.3,x,x,100.8,119.3,102.0
CC(CCC(C)OS(=O)(=O)c1ccc(F)cc1)OS(=O)(=O)c1ccc(F)cc1 (configuration not stated),96.9,93.4,96.0,96.7,102.4,107.6,96.1,105.3
CC(=O)Nc1cc([N+](=O)[O-])ccc1C(=O)O,102.7&99.7,106.3&97.2,103.3&94.9,97.1&95.1,100.7&93.1,106.7&103.8,97.6,99.8&100.2
COc1ccc(C(O)C(NCCO)c2ccc(OC)cc2)cc1 (configuration not stated),88.7,103.8,88.0,x,100.3,104.2,91.8,97.1
CCCCCCCC/C=C\CCCCCCCCCCCC(=O)O,98.5,102.9,105.9,104.5,102.7,x,105.6,108.0
CC/C(=C(\CC)c1cc(C)c(O)c(C)c1)c1ccccc1,97.5,107.0,97.6,92.6,101.4,110.7,87.9,101.8
Cn1cc(-c2csc(-c3c[nH]c4ccc(F)cc34)n2)c2cnccc21,-78.5*,-66.4*,-94.9*,-90.4*,-97.0*,-95.9*,-68.6*,-90.5*
Cc1ccc2oc(C(=O)N3CCN(c4cccc(Cl)c4)CC3)c(C)c2c1,106.3,99.9,97.6,95.7,x,109.5,103.4,100.2
COc1nc2c(c(=O)[nH]1)NC1=C(C(=O)c3ccccc31)C1(C=C(O)c3ccccc31)N2 (configuration not stated),101.4,92.3,111.9,94.6,102.4,117.1,129.8,101.7
COc1cc(-c2cncn2-c2ccc(-c3nc4cc(OC)c(OC)c(OC)c4s3)cc2)ccc1F,71.0,96.1,80.8,96.9,69.3,98.1,81.5,86.9
N#CC(C#N)=C(C#N)Nc1ccc(F)cc1,101.1,104.8,93.4,94.0,99.6,112.7,118.4,107.1
Fc1ccc(CCOc2cccc(-c3nc4sccn4c3-c3ccccc3)c2)cc1,65.9,95.5,89.8,81.3,91.8,97.1,103.8,39.6

# (further entries)
SMILES,UACC-62,SK-MEL-2,MALME-3M,LOX IMVI,SK-MEL-5,SK-MEL-28,UACC-257,MDA-MB-435
CN1C(=O)/C(=C\c2cnc(-c3cccnc3)s2)c2ccccc21,93.1,103.1,100.0,101.4,96.3,100.6,106.1,102.3
COc1ccc(-c2cn(-c3ccc(Cl)c(Cl)c3)c(=S)[nH]2)cc1,79.3,86.7,63.4,77.3,52.3,97.9,87.1,89.5
CCOC(=O)c1csc(NC(=O)c2ccc(NC3CCCCC3)c([N+](=O)[O-])c2)n1,83.9,97.8,96.5,95.0,79.7,102.8,97.6,94.6
N#C/C(=C/c1ccco1)c1nnc(NC(=O)c2ccc(-n3c(=O)[nH]c4ccccc4c3=O)cc2)s1,98.4,114.0,102.8,100.2,108.6,110.2,107.1,110.6
CC(=O)c1cc(Nc2cc(C)nc(N)n2)cc(C(C)=O)c1,93.7,100.3,45.3,99.8,100.3,111.1,103.0,116.7
CCNCCC(=O)N1[C@H](c2ccc(Cl)cc2)c2[nH]c3ccccc3c2C[C@@H]1OC(C)=O,80.9,124.4,103.5,88.2,99.5,104.7,104.5,105.3
COc1ccc(/C=C2\CN(C)Cc3c2[nH]c(=O)c(C#N)c3-c2ccc(OC)c(OC)c2)cc1OC,108.9,82.8,90.1,87.9,87.9,89.6,102.5,102.0
COC(=O)c1ccc(C2OC34CCCCC3C(C#N)(C(=N)O4)C2(C#N)C#N)cc1 (configuration not stated),87.8,105.6,90.6,86.3,96.9,106.0,88.6,105.7
COc1cc2oc(-c3cccc(NC(=O)CN)c3)cc(=O)c2c(OC)c1OC,94.3,108.8,108.6,96.1,97.0,111.7,114.9,107.0
Cc1ccc(S(=O)(=O)C/C(=N\Nc2ccc(S(N)(=O)=O)cc2)c2cc3cc(Br)ccc3o2)cc1,98.7,100.0,94.5,97.6,95.6,104.9,86.7,102.8

# Entries above containing a cyano group, in the order listed:
SMILES,UACC-62,SK-MEL-2,MALME-3M,LOX IMVI,SK-MEL-5,SK-MEL-28,UACC-257,MDA-MB-435
N#Cc1c(-c2ccc(Cl)cc2)csc1NC(=O)Nc1ccc(Cl)c(C(F)(F)F)c1,16.2,5.4*,-26.7*,11.7,-24.2*,28.4,x,26.0
COc1cccc(C2C(C#N)=C(N)Oc3cc(OCCCCCC[P+](c4ccccc4)(c4ccccc4)c4ccccc4)ccc32)c1 (configuration not stated),-66.8*,-59.2*,-73.3*,-93.8*,-97.5*,-77.1*,-21.5*,-77.6*
N#Cc1c(-c2ccc(Cl)c(Cl)c2)nc(Nc2nc3ccccc3s2)[nH]c1=O,85.3,93.9,95.0,81.4,100.6,112.9,110.7,101.2
N#CC(C#N)=C(C#N)Nc1ccc(F)cc1,101.1,104.8,93.4,94.0,99.6,112.7,118.4,107.1
N#C/C(=C/c1ccco1)c1nnc(NC(=O)c2ccc(-n3c(=O)[nH]c4ccccc4c3=O)cc2)s1,98.4,114.0,102.8,100.2,108.6,110.2,107.1,110.6
COc1ccc(/C=C2\CN(C)Cc3c2[nH]c(=O)c(C#N)c3-c2ccc(OC)c(OC)c2)cc1OC,108.9,82.8,90.1,87.9,87.9,89.6,102.5,102.0
COC(=O)c1ccc(C2OC34CCCCC3C(C#N)(C(=N)O4)C2(C#N)C#N)cc1 (configuration not stated),87.8,105.6,90.6,86.3,96.9,106.0,88.6,105.7
